Assay outcomes (PubChem BioAssay)
Growth percent in the NCI-60 one-dose screen (48 h, 10 µM unless noted): 100 = growth as untreated, 0 = no growth, -100 = all killed.
MDA-MB-468 – MDA-MB-468 breast cancer; hit rate 8.5% among 78,000
RPMI-8226 – RPMI-8226 leukemia cells; hit rate 7.5% among 77,000; AID 1794781
MOLT-4 – MOLT-4 leukemia cells | hit rate 6.9% among 80,000 | AID 1794779
MCF7 – MCF7 breast cancer; hit rate 6.3% among 82,000; AID 1794796
MDA-MB-231 – MDA-MB-231 breast cancer; hit rate 5% among 81,000
K-562 – K-562 leukemia | hit rate 7.4% among 78,000 | AID 1794777
SR – SR leukemia cells; hit rate 8.7% among 73,000; AID 1794780
MDA-MB-435 – MDA-MB-435 melanoma; hit rate 7.8% among 82,000; AID 1794794
* hit, by the source's call; · = not tested or not shown; & = joins results of further samples; [ ] = remark or other dose. How the source made its calls: active means growth percent below 10; inactive means the rest.

SMILES	MDA-MB-468	RPMI-8226	MOLT-4	MCF7	MDA-MB-231	K-562	SR	MDA-MB-435
CCCCN(CCCC)CCCCNc1c(C)cnc2cc(Cl)ccc12	87	83	88	83	78	56	54	102
COc1ccc(Cc2nn(CC(=O)N/N=C/c3ccc(Br)cc3)c(=O)c3c(C)noc23)cc1	26	55	63	40	21	52	38	54
COc1ccc(C2NC(=O)N=C3C2C(N)=NN3c2ccccc2)cc1 (stereo not given)	107	·	94	91	92	95	73	101
COc1cc2cc(Oc3ccc(NC(=O)Nc4ccc(Cl)c(Cl)c4)cc3)c(C)nc2cc1OCCN1CCOCC1	34	·	63	60	97	39	5.6*	92
O=C(Nn1c(COc2ccccc2)nc2ccccc2c1=O)c1ccc(F)cc1	42	100	94	70	63	38	·	11
O=C(CN1CCCC1)Nc1nc(-c2ccc(Cl)cc2)cs1	117	98	88	82	81	85	·	106
CC12CCC3C(C1)C(C(=O)O2)C(=O)OC3(C)C (stereo not given)	109&100	99&100	92&108	102&89	112&123	94&104	88&105	103&112
CCOC(=O)c1cn2c3c(cc(C)cc3c1=O)C(=O)/C(=C/c1ccc(C(F)(F)F)cc1)C2	88	91	82	90	84	92	·	111
O=[N+]([O-])c1ccc(/C=C/C2(CCl)OCCO2)cc1	108	68	46	106	114	66	1.5*	·
c1ccc(CNc2nc(-c3ccccc3)[nH]c2-c2ccccc2)cc1	132	109	106	97	106	107	101	108
O=C1C(Cl)=C(Cl)C(Cl)(Cl)C(Cl)=C1Cl	117	105	107	97	102	112	108	104
CC(C)Cn1cnc2c(SC(C)C)nc(N)nc21	103	98	100	95	98	104	92	96
COc1ccc(/C=C/C(=O)c2ccc(NC(=O)COc3cccc4cccnc34)cc2)cc1	77	55	75	56	96	73	76	92
NC[C@@H]1CCN(c2cc3c(cc2F)c(=O)n(N)c(=O)n3Cc2ccc(-c3ccccc3)cc2)C1	73	65	50	79	90	-44*	-27*	77
O=C1/C(=C/c2ccccc2)CCc2nc3ccccc3c(/C=C/c3ccc(F)cc3)c21	99	78	74	55	95	89	·	87
CCn1c(SCc2ccccc2)nc2c1c(=O)n(C)c(=O)n2C	109	98	89	101	101	93	84	103
C=C(C)[C@@H]1CC[C@]2(C(=O)O)CC[C@]3(C)[C@H](CC[C@@H]4[C@@]5(C)C[C@@H](CC#Cc6ccccc6N)[C@H](O)C(C)(C)[C@@H]5CC[C@]43C)[C@@H]12	·	96	100	84	100	82	97	102
COc1ccc(NC(=O)Nc2cc(C(F)(F)F)cc(C(F)(F)F)c2)c(C(=O)O)c1	93	106	99	103	111	104	117	102
Nc1[nH]c(=S)nc2nc[nH]c12	98&121	100&107	105&86	86&102	105&113	100&95	97	106&127
COc1cc2cc(Sc3ccc(NC(=O)c4ccc(N5CCOCC5)c(C(F)(F)F)c4)cc3)c(C)nc2cc1OC	102	103	82	103	103	86	91	107
ClC(=Nc1ccccc1)c1ccccc1	99	103	104	105	108	110	101	96
O=CN(Cc1ccccc1)c1cc([N+](=O)[O-])ccc1OCc1ccccc1	99&87	93	94&78	102&108	91&102	82&82	85&71	107&109
COc1cc2c(cc1OC)C(CC1(O)CCCCC1)N(S(=O)(=O)c1ccc(C)cc1)CC2 (stereo not given)	44[100 µM]	17[100 µM]	3.1*[100 µM]	26[100 µM]	41[100 µM]	11[100 µM]	-10*[100 µM]	-23*[100 µM]
CC1(O)CCC(Nc2cc(-c3ccc(C(F)(F)F)cc3)c(C#N)c3nc4ccccc4n23)CC1 (stereo not given)	87	57	27	44	50	73	79	65
CC(C)COC(=O)c1ccc([N+](=O)[O-])cc1	112	114	125	103	118	107	122	103
N#Cc1ccccc1-c1ccc(CN2C(=O)Cc3cc(CCN4CCNCC4)c(Cl)cc32)cc1	64	·	·	82	76	·	·	85
O=C(/C=C/c1coc(-c2ccccc2)n1)c1ccc(F)cc1	91	44	97	39	93	80	44	93
COc1ccc(OC)c(C(=O)Nc2cccc(-c3cc(=O)c4ccccc4o3)c2)c1	93	·	86	92	83	90	80	96
COC(=O)c1nc(=S)[nH]c(C(=O)OC)c1C(=O)c1ccc(OC)cc1	95	111	107	94	100	106	105	110
Cc1cc(C)c2c(=O)c(C(N)=O)cn3c2c1C(=O)CC3	110	101	99	98	102	88	·	99
C=C(C)[C@@H]1CC[C@]2(C=O)CC[C@]3(C)[C@H](CC[C@@H]4[C@@]5(C)C/C(=C/c6ccccn6)C(=O)C(C)(C)[C@@H]5CC[C@]43C)[C@@H]12	90	62	65	64	86	58	60	98
COc1ccc(Nc2nn3c(-c4ccccc4)cc(-c4ccccc4)nc3c2C(N)=O)c(OC)c1	43	72	72	47	29	58	·	57
S=C(Cc1cccnc1)N1CCOCC1	104	81	97	94	101	104	111	102
COc1ccc(-c2cc(C(=O)N3CCN(C(=O)c4ccccc4NCc4cccs4)CC3)nc3cc(-c4ccccc4)nn23)cc1	91	94	75	84	98	76	89	104
Cc1nc(-c2ccc(N)cc2)ccc1C(=O)N=Nc1c(O)[nH]c2ccc(F)cc12	97	92	92	77	56	69	54	98
CCCCC(O)Cn1ncc(C(=O)N/N=C\c2ccc(OC(F)F)c(Oc3ccccc3)c2)c1N (stereo not given)	74	45	38	73	86	39	40	95
O=C(Nc1ccc2c(O)c(N=Nc3ccccc3)c(S(=O)(=O)O)cc2c1)c1ccccc1	103	98	107	100	99	108	99	108
O=C(/C=C/c1ccc(Br)cc1)c1cccc(OCCCOc2cccc(C(=O)/C=C/c3ccc(Br)cc3)c2)c1	96	103	101	92	102	96	92	102
CC(=O)Oc1csc(N(C(C)=O)c2ccc(Cl)c(C(F)(F)F)c2)n1	91	71	103	86	74	98	109	94
Cc1cc(-c2cc(C)c(N)c(S(=O)(=O)O)c2)cc(S(=O)(=O)O)c1N	93	112	100	95	104	103	114	103

4 compounds drawn at random from the list so far:
SMILES	MDA-MB-468	RPMI-8226	MOLT-4	MCF7	MDA-MB-231	K-562	SR	MDA-MB-435
S=C(Cc1cccnc1)N1CCOCC1	104	81	97	94	101	104	111	102
O=CN(Cc1ccccc1)c1cc([N+](=O)[O-])ccc1OCc1ccccc1	99&87	93	94&78	102&108	91&102	82&82	85&71	107&109
N#Cc1ccccc1-c1ccc(CN2C(=O)Cc3cc(CCN4CCNCC4)c(Cl)cc32)cc1	64	·	·	82	76	·	·	85
Cc1cc(-c2cc(C)c(N)c(S(=O)(=O)O)c2)cc(S(=O)(=O)O)c1N	93	112	100	95	104	103	114	103

Entries of single compounds from above:
COc1cc2cc(Sc3ccc(NC(=O)c4ccc(N5CCOCC5)c(C(F)(F)F)c4)cc3)c(C)nc2cc1OC in the list: MDA-MB-468: 102; RPMI-8226: 103; MOLT-4: 82; MCF7: 103; MDA-MB-231: 103; K-562: 86; SR: 91; MDA-MB-435: 107
COC(=O)c1nc(=S)[nH]c(C(=O)OC)c1C(=O)c1ccc(OC)cc1 in the list: MDA-MB-468: 95; RPMI-8226: 111; MOLT-4: 107; MCF7: 94; MDA-MB-231: 100; K-562: 106; SR: 105; MDA-MB-435: 110
Cc1nc(-c2ccc(N)cc2)ccc1C(=O)N=Nc1c(O)[nH]c2ccc(F)cc12 in the list: MDA-MB-468: 97; RPMI-8226: 92; MOLT-4: 92; MCF7: 77; MDA-MB-231: 56; K-562: 69; SR: 54; MDA-MB-435: 98

New compounds follow.
SMILES	MDA-MB-468	RPMI-8226	MOLT-4	MCF7	MDA-MB-231	K-562	SR	MDA-MB-435
CC1=C(C(=O)Nc2nc(-c3ccc(Cl)cc3)cs2)[C@H](c2ccc(O)cc2)N=C(N)N1	91	95	85	97	90	103	100	97
O=c1c2c3c(sc2n2c(-c4ccc(Br)cc4)nnc2n1Cc1ccccc1)CCCC3	·	56	35	81	46	62	42	82
C=CC(C)(C)c1[nH]c2ccccc2c1C[C@@H]1NC(=O)[C@@H]2CCCN2C1=O	87	111	71	90	102	87	79	103
[O-][n+]1onc(-c2ccccc2)c1Nc1ccccc1Br	76	89	·	67	85	·	·	106
NC(=O)c1cccc(NC(=O)C2CCCO2)c1 (stereo not given)	92	100	105	94	103	101	99	101
CCc1n(Cc2ccc3ccccc3n2)cc[n+]1Cc1ccc2ccccc2n1	-30*	-1.6*	29	13	31	25	30	14
O=C(C(=O)c1ccc2c(c1)OCO2)c1ccc2c(c1)OCO2	97	101	117	102	100	108	106	114
O=C(CSc1nnc(-c2cnccn2)n1-c1ccccc1)c1ccc(Cl)cc1	98	92	93	94	100	91	91	106
CN1C(=O)N(C)C2C1NC(=O)N2CC(=O)NN (stereo not given)	117	140	103	99	101	109	112	102
CN(C)C(=S)SCc1ccc(Cl)c(Cl)c1	88	96	87	82	92	92	·	95
O=C(c1nc2ccccc2[nH]1)C1C(c2ccc([N+](=O)[O-])cc2)C2CC3CCCCC3N2[C@@]12C(=O)Nc1cc(Cl)ccc12 (stereo not given in full)	-2.0*	6.3*	8.2*	7.3*	27	12	20	23
NNC(=O)c1cccs1	101	140	122	104	102	119	124	100
O=Cc1ccc(C2NCCc3c2[nH]c2ccccc32)cc1 (stereo not given)	89	101	95	92	72	102	114	107
O=C(O)c1cccc(S(=O)(=O)Cl)c1	105	94	105	93	105	111	115	·
O=Cc1ncc(-c2ccc(C(F)(F)F)cc2)c(NCCCC(F)(F)C(F)(F)C(F)(F)C(F)(F)C(F)(F)C(F)(F)C(F)(F)C(F)(F)F)n1	111	108	86	95	116	104	68	99
CCc1ccccc1-n1c(N)c(C#N)c(-c2ccc(OC)cc2)c(C#N)c1=O	101	90	101	104	97	114	·	103
COc1cc2nccc(Oc3ccc(NC(=O)C4(C(=O)Nc5ccc(F)cc5)CC4)cc3)c2cc1OC(=O)c1ccc([N+](=O)[O-])cc1	111	89	72	82	97	58	99	84
O=C1/C(=C/c2ccc(F)cc2)CCc2ccccc21	101	88	83	55	99	93	75	107
Cn1c(=O)c2[nH]c(CC(=O)O)nc2n(C)c1=O	107	108	103	101	100	105	99	112
COC1=CC(c2ccc[nH]2)=N/C1=C\c1[nH]c(C)c(C(=O)CCCCCCCCC(=O)Oc2ccc3c(c2)CCC2C3CC[C@]3(C)C(=O)CC[C@@H]23)c1C (stereo not given in full)	91	106	70	38	92	88	83	108
COc1ccc(OC)c(CCn2cncc2-c2c[nH]c3ccc(Cl)cc23)c1	-15*	34	25	22	63	16	16	13
COC(=O)C1(CC(=O)C=C(C)C)NC(=S)NC(=O)C1C#N (stereo not given)	98	109	111	91	105	96	91	116
O=C1NC2CCCCC2C(=O)N1O (stereo not given)	96	101	109	101	107	99	89	106
NS(=O)(=O)c1ccc(C(=O)N/N=C(/CS(=O)(=O)c2ccccc2)c2cc3ccccc3oc2=O)cc1	91	125	128	90	89	115	116	100
COc1ccc(NC(=O)CSc2nnc(-c3ccc4nc(-c5ccc(OC)c(OC)c5)[nH]c4c3)o2)cc1	99	97	103	98	94	108	108	101
N#CCNC=O	124	110	117	98	110	111	94	112
COc1ccc2c(c1)C(C)Cc1c(ncnc1-n1c(C)nc3ccccc31)N2C (stereo not given)	26	·	21	15	·	11	4.9*	-31*
COc1ccccc1/C=N/N=C(\C)c1nnn(-c2ccc([N+](=O)[O-])cc2)c1C	95	97	101	89	98	91	95	99
O=S1OC(c2ccccc2)C(c2ccccc2)O1 (stereo not given)	107	102	97	101	105	97	99	103
COc1ccc(Nc2nnc(-c3csc(N)n3)s2)c(OC)c1	101	108	104	91	103	110	103	103
C=C1CCC2C(C)(CO)C(O)CCC2(C)C1CC(NC1CCCC1)C1=CCOC1=O (stereo not given)	97	·	100	89	96	87	109	104
CN1C(=O)C2(SCC(C(=O)NC3CCCCC3)N2C(=O)C2CCCCC2)c2ccccc21 (stereo not given)	111	95	88	96	91	·	94	94
COc1ccc(/C=C/C(=O)c2ccc(Nc3nc(NCCO)nc(N4CCOCC4)n3)cc2)cc1	82	42	81	29	87	63	34	81
NC(Cc1ccc(O)cc1)C(=O)O (stereo not given)	112&101&92	103&118&125	92&107&96	81&111&96	110&97&114	103&124&84	94&86&98	112&103&100
Cc1ccc(-c2c3c(nc4c2c(C)nn4-c2ccccc2)NC2(CCSCC2)NC3)cc1	104	88	·	93	93	77	90	103
NS(=O)(=O)c1ccc(N=Nc2c(O)n(Cc3ccccc3)c3ccc(Cl)cc23)cc1	83	91	72	75	76	82	60	79
Clc1nc(Cl)c(C2CC(c3ccc4c(c3)OCO4)=NN2c2ccccc2)s1 (stereo not given)	99	100	88	92	85	100	87	97
COc1ccc(C(=O)COc2ccc(/C=C3\CSc4ccccc4C3=O)cc2)cc1	·	85	87	102	81	93	102	95
CC1CC(C)CN(C(=O)c2ccc(Cl)cc2Cl)C1 (stereo not given)	61	95	91	95	106	50	81	48
O=C(Nc1cc(-c2ccccc2)nn1-c1ccccc1)c1ccc(Cl)cc1	95	84	96	93	·	90	·	99
CC1CN=C(C(c2ccccc2)c2ccc(Br)cc2)N1CCO (stereo not given)	100	111	105	98	76	129	106	109
COCCOC(=O)COc1ccc(OC)cc1	96	97	91	97	98	104	88	90
COc1cc(/C=C/C(=O)c2ccc(Nc3nc(NCCO)nc(Nc4ccc(Cl)cc4)n3)cc2)cc(OC)c1OC	66	20	15	26	65	52	35	73
O=C(NCCCl)NC1CC2CCC1C2 (stereo not given)	103	100	94	98	121	89	64	98
Cc1ccc2nc(-c3c(C)nn(-c4ccccc4)c3N3CCCC3)[nH]c2c1	120	85	110	107	89	94	94	100
Fc1ccccc1-c1cnn2cc(-c3ccccc3)cnc12	124	98	98	68	108	84	82	76
CCS(=O)(=O)Oc1ccc(NC(=O)C23CC4CC(CC(C4)C2)C3)cc1	118	58	66	95	103	44	63	100
CS(=O)(=O)c1ccc(-c2cnc3ccc(-c4cccc(S(C)(=O)=O)c4)nn23)cc1	6.5*	19	0.9*	18	49	47	21	50
